Source: PubChem (several laboratories)
MEKK2 WT-MEK5 = raises or lowers MEK5 binding to wildtype human MEKK2 PB1 domain | 290,000 tested, 1.1% active | AID 1531 | binding response (% of control), % at 10 µM | bead flow cytometry, Alexa488-MEK5 binding to MEKK2 WT; actives lie on both sides | Q9Y2U5; in the data active = binding response below about 67% or above about 130%
OXTR ag = human OXTR agonism; P30559; CHO-OTR cells, Fluo-8 calcium fluorescence; normalized: DMSO 0%, oxytocin 100%; activation, % at 3 µM; 320,000 tested, 0.32% active;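 active = activation above the mean of all tested compounds plus 3 SD, cutoff set per screening run, cut at about 20% in these data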;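 also: peak over basal fluorescence ratio from a 100 s FLIPR kinetic read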
GPR7 antag = antagonists of human GPR7 (neuropeptides B/W receptor 1) | AID 1861 | 290,000 tested, 1.1% active | GPR7-expressing cells, fluorescence antagonist assay | P48145 | inhibition, % at 4.4 µM; in the data active = inhibition above about 16%, passing the limit was not always enough;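 also: cells stimulated with the agonist NPW; 0% = agonist with vehicle and 100% = vehicle without agonist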
V1aR counter = counter-screen for oxytocin receptor agonists: human V1a receptor agonists | AID 2797 | 320,000 tested, 0.25% active | activation, % at 3 µM | P37288 | CHO-V1R cells, Fluo-8 calcium fluorescence, agonist mode; 0% DMSO, 100% 3 nM vasopressin;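 active = activation above the mean activation of all tested compounds plus 3 SD, per screening run, cut at about 20% in these data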;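 also: signal is peak over basal fluorescence ratio across a 100 second FLIPR read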
Target sequence (P37288 whole entry, looked up): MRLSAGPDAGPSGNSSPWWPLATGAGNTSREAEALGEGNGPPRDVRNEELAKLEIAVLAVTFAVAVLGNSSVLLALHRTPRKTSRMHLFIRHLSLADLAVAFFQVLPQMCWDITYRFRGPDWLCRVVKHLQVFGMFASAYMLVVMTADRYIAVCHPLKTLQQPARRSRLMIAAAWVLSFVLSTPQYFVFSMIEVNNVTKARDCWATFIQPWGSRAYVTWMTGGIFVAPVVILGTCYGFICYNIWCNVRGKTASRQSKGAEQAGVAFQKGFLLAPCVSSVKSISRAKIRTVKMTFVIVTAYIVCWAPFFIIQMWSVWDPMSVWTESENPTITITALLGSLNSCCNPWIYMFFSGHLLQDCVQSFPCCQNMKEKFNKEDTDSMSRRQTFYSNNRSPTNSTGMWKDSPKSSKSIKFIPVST
MEKK3 PB1 HTS = modulators (inhibitors or enhancers) of MEK5 binding to human MEKK3 PB1 domain; 290,000 tested, 1.4% active; Q99759; binding response (% of control), % at 10 µM; bead-based flow cytometry, Alexa488-MEK5 binding to MEKK3; actives lie on both sides; 0 = blocked by unlabeled MEK5, 100 = vehicle;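 active = binding response more than 3 SD above or below the average of its plate-row segment, actives on both sides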;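 also: Alexa488 bead fluorescence after subtracting the streptavidin-only scavenger bead signal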
PHOSPHO1 inh = PHOSPHO1 (human) inhibition. 290,000 tested, 1.1% active. AID 1565. recombinant PHOSPHO1, absorbance phosphatase assay. inhibition, % at 13.3 µM. Q8TCT1; in the data active = inhibition above about 60%
Target sequence (Q8TCT1 whole entry, looked up): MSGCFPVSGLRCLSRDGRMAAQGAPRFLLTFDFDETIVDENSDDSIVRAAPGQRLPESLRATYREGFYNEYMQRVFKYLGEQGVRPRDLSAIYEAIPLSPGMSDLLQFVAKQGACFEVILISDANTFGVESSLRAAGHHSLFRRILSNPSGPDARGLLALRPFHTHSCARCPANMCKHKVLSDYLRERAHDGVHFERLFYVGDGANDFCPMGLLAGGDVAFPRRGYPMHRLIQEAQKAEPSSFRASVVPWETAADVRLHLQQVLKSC
MEKK2 mut-MEK5 = signal of MEK5 binding to mutant human MEKK2 PB1 domain | bead flow cytometry, Alexa488-MEK5 binding to MEKK2 mutant | percent response, % at 10 µM | 290,000 tested, 0.35% active | AID 1530; in the data active = percent response above about 24%, passing the limit was not always enough; also: inactives centre near 1; some results filed as inactive read as strong as hits; reference of the scale not given here
GalR3 antagonist = blocks the human galanin receptor 3; HEK293 GalR3-CNG cAMP membrane potential fluorescence; galR3 body fused to GalR1 C-terminus; 360,000 tested, 0.44% active; inhibition, % at 3 µM; O60755; AID 651719;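 active = inhibition above the screen-wide average plus 3 SD, cut at about 13% in these data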;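 also: forskolin and galanin both at EC90 stimulate the cells; cAMP rise reported by CNG channel membrane potential dye signal; 0% = forskolin plus galanin with DMSO and 100% = forskolin alone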
Target sequence (O60755 1-299 limits assumed): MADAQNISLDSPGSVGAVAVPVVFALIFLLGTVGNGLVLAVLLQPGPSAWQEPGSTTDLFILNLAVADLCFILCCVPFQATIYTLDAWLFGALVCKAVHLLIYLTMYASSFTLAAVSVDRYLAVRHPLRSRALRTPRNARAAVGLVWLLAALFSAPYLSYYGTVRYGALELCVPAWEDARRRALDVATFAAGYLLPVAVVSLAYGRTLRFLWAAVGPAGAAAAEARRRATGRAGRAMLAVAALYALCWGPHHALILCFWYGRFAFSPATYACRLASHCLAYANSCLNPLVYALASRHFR
NALP1 inh = blocks the NALP1 inflammasome reconstituted in yeast | 280,000 tested, 0.61% active | S. cerevisiae NALP1/ASC/caspase-1 growth, X-gal OD620, 72 h | inhibition, % at 10 µM; in the data active = inhibition mostly above about 24%, no sharp cut-off; inactive = mostly below about 32%; also: some compounds called inactive have numbers as strong as hits
Starred values were filed as active, the others as inactive; / = not tested or not shown.

SMILES	MEKK2 WT-MEK5	OXTR ag	GPR7 antag	V1aR counter	MEKK3 PB1 HTS	PHOSPHO1 inh	MEKK2 mut-MEK5	GalR3 antagonist	NALP1 inh
CC(=O)N[C@@H](Cc1c[nH]c2ccccc12)C(=O)OCC(=O)Nc1ccc(S(=O)(=O)N(C)C)cc1	99	0.5	-10	1.3	103	18	-4	0	-2
CCCCNCCCOc1ccc(C)cc1Br	111	3.6	0	4.2	102	32	-7	-10	5
CCOC(=O)N1CCN(C(=O)CSc2ccc(-c3ccccc3)nn2)CC1	107	-2.2	-20	-0.7	98	34	6	-3	-11
CC(=O)N1N=C(c2cccc([N+](=O)[O-])c2)OC1c1ccc(Br)cc1 (configuration not stated)	102	1.2	-11	0.3	105	28	11	-2	3
CCCNC(=O)C(=O)N/N=C/c1cccs1	109	-0.2	-9	-0.2	104	-3	3	1	32
COc1cccc(C2Nc3ccc4ccccc4c3C3=C2C(=O)CCC3)c1O (configuration not stated)	99	0.3	-8	0.1	100	24	1	-5	15
CCOc1ccc(/C(C)=N\NC(=O)Cc2ccccc2)cc1	100	0.9	-14	0.4	96	14	5	-5	7
CCP(=O)(CC)C(C)(C)CP(=O)(c1ccccc1)c1ccccc1	102	-0.5	1	0.1	98	-15	4	-6	-1
COCC1CCCCC1OS(N)(=O)=O (configuration not stated)	99	1.1	-6	0.8	102	-2	-7	-7	10
COc1ccc(OC)c(C(C)NC(C)=O)c1 (configuration not stated)	100	1.2	-10	0.7	102	2	0	-3	20
COC(=O)c1ccc(OC)c(-c2c(OC)cc(OC)cc2OC)c1	98	-1.8	-9	0.5	97	-5	-2	3	28
O=C(CN1C(=O)c2ccccc2C1=O)NCCc1c[nH]c2ccc(Cl)cc12	95	6.7	4	8.8	99	-3	-2	-4	28
CCN(CC)c1ccc(NC(=O)c2nc3nc(C)cc(C(F)F)n3n2)cc1	105	-1.5	-8	0.0	103	78*	5	/	32
COc1cccc2c(C)c(C(=O)O)[nH]c12	105	-0.1	-3	-0.7	111	-16	2	-4	5
COc1cc(C=O)c(Br)cc1OCC(=O)NCc1ccccc1	94	-0.9	-6	0.1	101	25	-3	-3	-17

Part of the list above, reformatted:
Order of results: MEKK2 WT-MEK5 | OXTR ag | GPR7 antag | V1aR counter | MEKK3 PB1 HTS | PHOSPHO1 inh | MEKK2 mut-MEK5 | GalR3 antagonist | NALP1 inh
> CC(=O)N1N=C(c2cccc([N+](=O)[O-])c2)OC1c1ccc(Br)cc1 (configuration not stated)
  102 | 1.2 | -11 | 0.3 | 105 | 28 | 11 | -2 | 3
> CCCNC(=O)C(=O)N/N=C/c1cccs1
  109 | -0.2 | -9 | -0.2 | 104 | -3 | 3 | 1 | 32
> COc1cccc(C2Nc3ccc4ccccc4c3C3=C2C(=O)CCC3)c1O (configuration not stated)
  99 | 0.3 | -8 | 0.1 | 100 | 24 | 1 | -5 | 15
> CCOc1ccc(/C(C)=N\NC(=O)Cc2ccccc2)cc1
  100 | 0.9 | -14 | 0.4 | 96 | 14 | 5 | -5 | 7
> CCP(=O)(CC)C(C)(C)CP(=O)(c1ccccc1)c1ccccc1
  102 | -0.5 | 1 | 0.1 | 98 | -15 | 4 | -6 | -1

The listing continues.
SMILES	MEKK2 WT-MEK5	OXTR ag	GPR7 antag	V1aR counter	MEKK3 PB1 HTS	PHOSPHO1 inh	MEKK2 mut-MEK5	GalR3 antagonist	NALP1 inh
C=CCOc1ccc(/C=N/NC(=O)c2cc3c(OC)cc(OC)cc3[nH]2)cc1	107	1.0	-20	1.9	103	-9	3	-8	10
CC1(C)SC[C@H](C(=O)Nc2cccc(Cl)c2)N1C=O	97	-0.3	-9	0.1	94	24	-5	-2	37*
O=C(O)c1ccc(S(=O)(=O)N2CCCC2)cc1	109	0.8	-10	0.2	100	19	9	0	7
CC(C)N=C(NC#N)SCc1ccc(Br)cc1	104	-2.2	-10	0.6	105	45	3	-5	2
Cc1ccc(S(=O)(=O)N(C)C)cc1NC(=O)CCc1ccccc1	102	0.4	8	0.5	106	-6	8	-3	30
N#C/C(=C\Nc1ccc(Cl)cc1)S(=O)(=O)c1ccccn1	101	-1.4	-14	0.0	102	2	-1	-6	-25
C=COCCNC(=S)N1CCOCCOCCN(C(=S)NCCOC=C)CCOCC1	98	-1.0	-7	-0.4	103	-77	0	-5	-10
Cc1cccnc1NC(=O)c1ccccc1NC(=O)C(C)(C)C	110	0.2	-9	3.0	95	-1	4	-1	55
COc1ccc(-c2cc(C(=O)Nc3cc(C)nn3-c3ccccc3)no2)cc1OC	100	0.2	-11	1.0	99	-1	0	-2	-1
O=C(COC(=O)c1cc([N+](=O)[O-])ccc1N1CCOCC1)Nc1ccc(Cl)cn1	108	-1.7	9	0.2	104	32	6	-4	4
Cc1ccnc(NC(=O)COC(=O)c2ccc(F)cc2F)n1	89	1.4	0	1.0	94	-10	-14	-7	9
CC(=O)Nc1c(C(=O)NCc2ccccc2)nnn1Cc1ccccc1	105	1.7	6	2.8	101	-5	6	-3	1
O=CN1CCN(C(=O)CC(c2ccccc2)c2cc(Br)ccc2O)CC1 (configuration not stated)	102	1.4	-20	0.9	99	4	4	-10	10
CC(C)OC(=O)CSc1nc(N)c(C#N)c(-c2cccs2)c1C#N	96	12	4	7.6	99	9	-1	-9	24
Cc1ccc2nc(NC(=O)CN(C)S(=O)(=O)c3ccc(Br)s3)sc2c1	106	0.6	0	5.4	105	21	10	-7	-4
Cc1ccc(-c2c(C#N)c(N)nc3c2CCCCC3)cc1	76	-1.5	-2	-0.6	68	4	-17	-7	3
Cc1c(Cc2ccccc2)c(=O)oc2cc(OC(C)C(=O)NCC3CCC(C(=O)O)CC3)c(Cl)cc12 (configuration not stated)	101	1.6	-5	0.8	105	45	5	-4	-8
COc1cc2c(cc1NC(=O)CSc1nc3ccccc3[nH]1)oc1ccccc12	100	0.6	-1	-0.8	95	32	-6	/	36
O=C(NNC(=O)c1ccccc1-c1ccccc1C(=O)O)c1cccc([N+](=O)[O-])c1	122	-1.2	-6	0.6	118	2	1	-1	37
Cc1cccc(OCC(=O)NCC(=O)N/N=C/c2ccc(N(C)C)cc2)c1	106	0.5	-8	0.5	101	25	7	-3	11
COc1ccc(-n2cc(-c3ccccc3)c3c(NCCOCCO)ncnc32)cc1	103	0.4	-13	2.8	99	5	1	-2	-1
COc1ccccc1Cn1c(=S)[nH]c2cc(C(=O)NCCN3CCOCC3)ccc2c1=O	108	0.0	15	0.3	104	38	7	-1	-18
COc1ccc(-c2nnc3ccc(SCC(=O)NCc4ccco4)nn23)cc1	105	-1.0	-12	-0.6	104	49	2	-3	12
N#CCc1c(C#N)c(N)nc(N2CCOCC2)c1C#N	104	0.2	/	0.8	102	/	3	-6	/
CCOc1ccccc1NC1=C(Cl)C(=O)N(c2ccc(OC)cc2)C1=O	103	-2.2	-11	0.1	103	-8	-2	-7	34
CCOC(=O)N1CCN(C(=O)c2cccc(OC)c2O)CC1	97	0.6	-7	0.0	99	-3	0	-1	5
CC(=O)Nc1sc2c(c1C#N)CCC2	98	-0.2	-10	-0.1	93	-9	1	0	2
O=S(=O)(c1cccc(-c2nnc(-c3ccc(Br)cc3)o2)c1)N1CCCCCC1	95	-0.3	9	0.0	100	34	-1	0	-17
O=C(N/C(=C\c1ccc([N+](=O)[O-])cc1)C(=O)N1CCCCC1)c1ccc(Br)o1	101	-0.5	3	1.1	102	14	0	5	11
CCN(CC)C(=O)COc1ccc2c(-c3ccccc3)cc(=O)oc2c1	108	-0.1	9	-0.4	103	/	10	-6	16
Cc1ccc(Cl)cc1NC(=S)Nn1cnnc1	97	0.5	-18	0.5	95	10	-2	0	-2
CC(C)CCn1c(COc2ccccc2)nn(CCC#N)c1=S	106	-2.3	-7	-1.1	103	23	2	-8	-8
Nc1cc(Cl)ccc1Nc1ccncc1	101	/	5	/	99	11	4	-8	9
O=C(CSc1nnc(-c2ccncc2)n1Cc1ccccc1)Nc1nccs1	107	-0.5	-7	0.2	101	-19	0	-4	0
COC(=O)Nc1ccc(S(=O)(=O)Nc2ccc(O)cc2)cc1	96	0.5	-5	0.9	93	-1	0	-4	-54
Cc1oc2c(C)c(O)ccc2c(=O)c1-c1ccc2ccccc2n1	103	0.3	2	-0.5	101	25	3	-3	11
N=C1c2ccccc2CN1NC(=O)CC12CC3CC(CC(C3)C1)C2	102	0.1	11	0.3	93	0	-2	-4	19
COC(=O)c1ccc(COc2ccc(C#N)cc2)o1	102	/	-19	/	98	44	1	-11	1
CC(C)(C)c1cc(CN2CCCCC2)cc(C(C)(C)C)c1O	97	-0.6	23*	0.2	98	-43	2	-5	-3
Cn1cnnc1-c1cccc(NS(=O)(=O)c2ccc(N3CCCC3=O)cc2)c1	102	2.6	-9	0.7	97	-2	7	-3	18
COc1ccc(NC(=O)CSc2nnc(-c3cccc(O)c3)o2)cc1	101	1.8	7	1.0	100	10	4	-11	6
COc1ccc(/C(C)=N/NC(=O)c2ccccc2OCc2ccccc2)c(OC)c1	94	-2.4	-10	-0.7	105	4	-1	-8	6
CCCN1Cc2cccc(C(=O)NC(CC(=O)OCC)c3ccc(C)cc3)c2C1=O (configuration not stated)	93	-2.1	-11	1.6	88	2	-6	-1	-6
CCOCCn1c(=O)c2c(nc3n2CCCN3CCc2ccccc2)n(C)c1=O	103	3.7	-9	1.6	103	44	0	3	12
CCOC(=O)C1=C(C)N=c2s/c(=C\c3ccncc3)c(=O)n2C1c1ccc2c(c1)OCO2 (configuration not stated)	101	0.5	15	-0.3	100	-22	-3	1	17
C/C(=N\Nc1ccc(Cl)c(C(=O)O)c1)c1ccc[nH]1	107	1.9	-7	1.2	108	-3	4	0	-7
Cc1nn(CC#N)c(=O)n1-c1ccc(C(C)C)cc1	104	-1.0	2	-0.6	97	-13	-1	0	-3
COc1ccccc1N(C(=O)c1ccco1)C(C(=O)NC1CCCC1)c1ccc(N2CCOCC2)cc1 (configuration not stated)	101	-0.7	-5	-0.5	102	55	2	-10	8
c1csc(-c2cnc3ccccc3n2)c1	94	-1.5	1	-0.5	98	-21	-6	-5	7
COCCn1c(=NC(=O)CCS(=O)(=O)c2ccccc2)sc2cc(C(=O)OC)ccc21	109	0.1	-12	0.4	105	29	7	-3	8
Cc1cccc(NC(=O)CSc2c3c(nc4ccccc24)CCC3)n1	84	-1.3	3	-0.6	85	-5	-12	1	-5
COc1ccc(CC(=O)NCc2cccs2)cc1OC	97	0.7	3	-0.4	92	-8	0	-3	-3
CCNC(=O)C1CCCN(c2nc(C)cc(C)n2)C1 (configuration not stated)	101	-0.8	-11	-0.2	102	37	1	-4	-11
CCOC(=O)c1cc(-c2ccccc2)nn1CC1CC(c2ccc(Cl)cc2)=NO1 (configuration not stated)	95	-0.4	/	-0.9	99	/	-7	-2	/
O=C(c1cc(C2CC2)on1)N1CCN(c2ccccc2)CC1	95	1.3	-6	0.8	96	3	0	/	10
Cc1cc(C(=O)OCC(=O)Nc2ccc(F)cc2)c(C)o1	108	-1.2	3	1.0	107	1	2	-2	7
S=C(NC1CCCCC1)N1CCN(C/C=C/c2ccccc2)CC1	101	6.8	-14	6.0	101	-28	1	2	42
Cc1ccc(CNC(=O)CO/N=C/c2ccc3c(c2)OCO3)cc1	94	-1.6	-5	1.3	91	3	-3	-6	11
CN1C(=O)c2ccc(C(=O)Nc3cccnc3)cc2C1=O	106	/	-10	/	105	27	1	-3	3
CCOC(=O)C1=C(C)NC(=O)NC1c1ccc(Br)o1 (configuration not stated)	95	-0.6	-7	0.0	95	0	-3	5	14
CN(C)S(=O)(=O)c1ccc(N2CCCC2)c(C(=O)Nc2nc3c(ccc4ccccc43)s2)c1	93	0.2	-10	1.1	97	-7	-2	6	35
Oc1c(Br)cc(Br)cc1CNc1nccs1	104	/	-5	/	102	33	3	-8	2
